Screening data deposited in PubChem by National Center for Advancing Translational Sciences (NCATS).
ALOX15B inhib = qHTS Assay for Inhibitors of 15-hLO-2 (15-human lipoxygenase 2); Polyunsaturated fatty acid lipoxygenase ALOX15B (Homo sapiens), O15296; purified 15hLO-2, xylenol orange hydroperoxide absorbance; Potency, µM (series often up to 57.1 µM), for inactives: at the highest dose activity change, negative = inhibition, usual class: inhibitors; 0.56% of 110,000 active; AID 881, 2007; further: potency means the concentration at half of the fitted maximal effect; nearly all actives have a fitted effect of over 60% in size; many of its hits are not listed in these tables
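Purified human 15hLO-2 (50 nM) preincubated 15 min with compound, then 45 uM arachidonic acid for 90 min at RT in 25 mM Hepes pH 7.5, 0.01% Triton X-100. Hydroperoxide detected by Fe-xylenol orange; 573/405 nm absorbance ratio.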
IMPase inh = qHTS Assay for Identifying the Cell-Membrane Permeable IMPase Inhibitors | Inositol monophosphatase 1 (Rattus norvegicus), P97697 | CHO-M1 cells, IP1 accumulation, HTRF TR-FRET ratio | inhibition (IP1 accumulation), % at 46.1 µM | 120,000 tested, under 10 active | AID 901, 2007; active means well fitted curve in the direction sought with a large enough effect in the signal ratio, not every such curve was filed as active; inconclusive means small, poorly fitted or top-dose-only effect, or a change in a side signal; inactive means no such curve, though single readings can be large or run the other way; the % refers to the signal ratio;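 further: cells stimulated with carbachol in lithium chloride buffer; plate controls were DMSO basal wells for no effect and reference inhibitor wells for full effect; higher means more IMPase inhibition seen as more IP1 and lower FRET ratio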
Target sequence (P97697 whole entry, looked up): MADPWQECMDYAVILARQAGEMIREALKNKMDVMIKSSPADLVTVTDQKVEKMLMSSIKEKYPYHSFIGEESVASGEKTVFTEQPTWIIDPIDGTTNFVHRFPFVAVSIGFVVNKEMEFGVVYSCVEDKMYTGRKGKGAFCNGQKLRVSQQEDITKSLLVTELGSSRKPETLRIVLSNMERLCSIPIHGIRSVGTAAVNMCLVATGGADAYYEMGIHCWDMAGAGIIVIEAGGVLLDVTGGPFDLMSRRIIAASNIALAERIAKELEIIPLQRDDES
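Cellular IMPase inhibition is scored as a rise in cytosolic IP1, detected by competitive TR-FRET between d2-labelled IP1 and a europium anti-IP1 antibody. M1-expressing CHO cells were stimulated with carbachol for 30 min at 37C, with lithium (50 mM LiCl) present in the buffer.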
12-hLO inh = qHTS Assay for Inhibitors of 12-hLO (12-human lipoxygenase) | Polyunsaturated fatty acid lipoxygenase ALOX12 (Homo sapiens), P18054 | purified 12-hLO, xylenol orange hydroperoxide absorbance | Potency, µM (titrated, usually from 57.1 µM), without a hit: top-dose activity change, negative = inhibition, usual class: inhibitors | 0.12% of 150,000 active; further: potency means the concentration at half of the fitted maximal effect; nearly all actives have a fitted effect of over 55% in size; many of its hits are not listed in these tables
Target sequence (P18054 whole entry, looked up): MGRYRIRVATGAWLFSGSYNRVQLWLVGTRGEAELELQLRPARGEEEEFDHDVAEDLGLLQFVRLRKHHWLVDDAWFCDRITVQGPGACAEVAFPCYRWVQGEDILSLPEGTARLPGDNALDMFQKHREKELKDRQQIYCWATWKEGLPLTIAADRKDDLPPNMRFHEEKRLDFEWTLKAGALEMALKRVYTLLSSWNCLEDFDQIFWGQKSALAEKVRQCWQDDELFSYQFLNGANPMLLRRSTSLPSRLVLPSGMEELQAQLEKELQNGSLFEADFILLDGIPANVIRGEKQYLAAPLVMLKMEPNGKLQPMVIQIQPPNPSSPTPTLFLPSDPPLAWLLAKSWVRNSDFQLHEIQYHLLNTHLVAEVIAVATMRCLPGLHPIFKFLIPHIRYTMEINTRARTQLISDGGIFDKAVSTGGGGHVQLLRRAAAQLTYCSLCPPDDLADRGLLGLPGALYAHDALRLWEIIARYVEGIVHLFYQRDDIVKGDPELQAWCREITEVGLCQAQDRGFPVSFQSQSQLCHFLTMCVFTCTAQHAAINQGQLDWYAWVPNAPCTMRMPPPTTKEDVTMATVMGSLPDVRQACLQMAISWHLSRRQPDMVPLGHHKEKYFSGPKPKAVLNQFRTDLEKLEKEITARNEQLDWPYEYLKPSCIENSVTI
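Hydroperoxide formation by human 12-lipoxygenase from 40 uM arachidonic acid was followed colorimetrically via ferric-xylenol orange complex, using the 573/405 nm absorbance ratio. Enzyme concentration was 150 nM, with 30 min reaction at room temperature.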
PNC assembly inh = High Content Assay for Compounds that inhibit the Assembly of the Perinucleolar Compartment | PC3M PTB-GFP, PNC prevalence imaging, 16 h; active compounds read low | activity change (PNC), negative = inhibition, % at 10 µM | 3.1% of 140,000 active | AID 2417, 2010;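 active means readout at or below -70, meaning at least 70% loss of cells showing the perinucleolar compartment, a nuclear body marking cancer cells; inconclusive means readout between -30 and a set limit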;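 further: plate controls were DMSO wells for no effect and camptothecin positive control wells for full effect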
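PC3M cells stably expressing PTB-GFP, 750–1000 cells/well, treated 16 h at 37 °C with compound (23 nl of library stock), in duplicate. After paraformaldehyde fixation and Hoechst stain, imaged at 20x; PNC prevalence scored by image analysis.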
An asterisk follows results filed as active; ? = inconclusive; nt = no result given; & = joins results of further samples; [ ] = another dose, or the depositor's remark. Unless noted, the call rests on the fitted dose curve; in most records, active means well fitted curve in the direction sought with a large enough effect; inconclusive means small, poorly fitted or top-dose-only effect, or another doubt; inactive means no such curve, though single readings can be large; an effect the other way counts as inactive or inconclusive. Unless noted, on the % scale 0 is the no-effect control and ±100 the full control effect. This is a subset; count on the stated rates, not on these rows.

cpd	SMILES	ALOX15B inhib	IMPase inh	12-hLO inh	PNC assembly inh
1	Cc1ccc(C)c(N2CCN(C(=O)CCNC(=O)Cn3ccc4ccccc4c3=O)CC2)c1	13%	4	-6%	-10
2	Cc1ccc(C(=O)N/C(=C\c2cn(-c3ccccc3)nc2-c2ccccc2)C(=O)N2CCOCC2)cc1	-3%	2	-2%	26
3	O=C(COC(=O)/C=C/c1ccc([N+](=O)[O-])cc1)NC(c1ccccc1)c1ccccc1	nt	nt	6%	-22
4	O=C(Cn1nnc2ccccc21)c1ccccc1	nt	nt	1%	13
5	Cc1cc(N/N=C/c2ccc(Cl)cc2)nc(NCc2ccccc2)n1	nt	10	1%	5
6	COC(=O)c1sc2ccccc2c1NC(=O)c1ccc(S(=O)(=O)N2CCCC(C)C2)cc1 (stereo not drawn)	nt	-7	2%	17
7	O=C(Nc1ccccc1)N1CCCC(c2nc(-c3ccc(F)cc3)no2)C1 (stereo not drawn)	5%	3	-1%	8
8	CCOc1ccc2nc(SCC(=O)Nc3ccc4c(c3)OCCO4)[nH]c2c1	2%	3	-3%	0
9	O=C(Cn1cc2c(n1)CCCC2)Nc1ccccc1Cl	-1%	-9	1%	?
10	COc1cccc(C2C(C#N)=C(N)Oc3cc(C)[nH]c(=O)c32)c1OC (stereo not drawn)	-3%	10	-6%	?
11	C=CCn1c(Cc2cccs2)nnc1SCC(=O)Nc1ccc(C(=O)OCC)cc1	6%	5	-3%	1
12	CCSc1nnc(NC(=O)c2cc(C)oc2C)s1	-8%	-1	-8%	?
13	Cc1nn(Cc2c(F)cccc2Cl)c(C)c1NC(=O)C1CC1	nt	nt	3%	52
14	COc1cccc(O)c1O	?	nt	?	nt
15	Cc1cc(NC(=O)C2CCCCC2)n(-c2nc3ccccc3[nH]2)n1	15%	4	-1%	4

The list continues.
cpd	SMILES	ALOX15B inhib	IMPase inh	12-hLO inh	PNC assembly inh
16	Cc1cc(NC(=O)CSc2ncnc3sc4c(c23)CCC(C)C4)no1 (stereo not drawn)	-6%	6	-4%	?
17	O=c1c(-c2ccc(Cl)cc2)[n+]([O-])c2ccccc2n1O	-10%	3	-27%	19
18	COc1ccc(N2C(=O)C3CCCN3C2c2ccc(C)cc2)cc1 (stereo not drawn)	6%	3	4%	32
19	CCc1nc(SCC(=O)N2CCC(Cc3ccccc3)CC2)c2c(=O)n(C)c(=O)n(C)c2n1	-14%	?	5%	40
20	C=CCNC(=O)CCCc1ccccc1	-7%	-6	0%	27
21	CC(C)(C)n1nc2c(c1NC(=O)Cc1ccc(F)cc1)CSC2	-6%	5	0%	8
22	CC1CCCC(C)N1/N=C/c1cc(Br)cc(Br)c1O (stereo not drawn)	nt	2	-5%	-3
23	O=C(CCCCCn1c(=O)[nH]c2ccsc2c1=O)NCc1cccs1	0%	2	0%	?
24	COc1ccc(NC(=O)C23CC4CC(C2)CC(c2ccccc2)(C4)C3)c(OC)c1	nt	9	-1%	?
25	O=C(COc1ccccc1)NCC(c1cccs1)N1CCOCC1 (stereo not drawn)	nt	1	3%	15
26	CCN(CC)C(=O)Nc1ccccc1C	-3%	1	8%	4
27	Cc1c(C(=O)NCc2cccs2)oc2ccccc12	3%	5	-3%	14
28	CCOc1ccccc1COC(=O)c1cccc(-n2cnnn2)c1	-7%	5	-3%	11
29	CCCn1c(-c2cccs2)nc2ccccc21	4%	?	0%	10
30	O=C(CSc1nnc(CNc2ccc(F)cc2)n1Cc1ccco1)N1CCOCC1	7%	?	-8%	-26

Further results:
cpd	SMILES	ALOX15B inhib	IMPase inh	12-hLO inh	PNC assembly inh
31	CC(C)CN1CC[C@@]2(CCCN(C(=O)c3csnn3)C2)C1	-5%	nt	-9%	nt
32	COc1ccc(N2CCN(Cc3oc(CO)cc(=O)c3O)CC2)cc1	-8%	?	-8%	13
33	Cc1onc(-c2ccccc2Cl)c1C(=O)OCN1C(=O)c2ccccc2C1=O	-5%	-1	-6%	14
34	CC(C)OC(=O)CCc1nc2ccccc2[nH]c1=O	-1%	-7	3%	23
35	CCCCCn1c(SCCN2CCOCC2)nc2c1c(=O)[nH]c(=O)n2C	6%	2	-2%	?
36	Cc1cc(C)cc(NC(=O)CN2CCN(CCN=CC3=C(O)CC(C)(C)CC3=O)CC2)c1	nt	-5	1%	?
37	CCCCN(CCCNC(=O)c1ccc2nc(N3CCOCC3)sc2c1)Cc1ccccc1	26%	8	1%	20
38	Cc1cccc(-n2cccc2)c1C#N	10%	0	-4%	-30
39	Cc1ccccc1NC(=S)N(C)Cc1cccs1	4%	-1	-4%	-1
40	O=c1[nH]cnc2c1c(-c1ccccc1)cn2-c1ccc(Br)cc1	nt	nt	-2%	57
41	COc1ccc2c(c1)OC1=C(C(=O)CCC1)C2C1=C(O)CCCC1=O (stereo not drawn)	-11%	-3	-21%	?
42	N#Cc1cccc(NC(=O)COC(=O)c2cccc(N3C(=O)c4ccccc4C3=O)c2)c1	nt	nt	0%	0
43	C=C(C)CSc1cc(C)c(C#N)c2nc3ccccc3n12	nt	1	-21%	-93*
44	COc1ccccc1C(=O)Nc1ccccc1C(=O)N1CCCC1	2%[2.29 µM]	-6	-1%	?
45	Cn1c(=O)c2c(nc(SCc3nc(N)nc(N4CCCCC4)n3)n2C)n(C)c1=O	nt	nt	-1%	30

Reprinted from the entries so far, 4 compounds:
cpd	SMILES	ALOX15B inhib	IMPase inh	12-hLO inh	PNC assembly inh
32	COc1ccc(N2CCN(Cc3oc(CO)cc(=O)c3O)CC2)cc1	-8%	?	-8%	13
33	Cc1onc(-c2ccccc2Cl)c1C(=O)OCN1C(=O)c2ccccc2C1=O	-5%	-1	-6%	14
34	CC(C)OC(=O)CCc1nc2ccccc2[nH]c1=O	-1%	-7	3%	23
35	CCCCCn1c(SCCN2CCOCC2)nc2c1c(=O)[nH]c(=O)n2C	6%	2	-2%	?

Records above shown as hits in PNC assembly inh:
cpd	SMILES	ALOX15B inhib	IMPase inh	12-hLO inh	PNC assembly inh
43	C=C(C)CSc1cc(C)c(C#N)c2nc3ccccc3n12	nt	1	-21%	-93*

The list continues.
cpd	SMILES	ALOX15B inhib	IMPase inh	12-hLO inh	PNC assembly inh
46	COC(=O)c1ccccc1NC(=O)C1CC(c2ccc(F)cc2)=NO1 (stereo not drawn)	-4%	8	-9%	?
47	CCn1cnc2sc(C)c(C)c2c1=O	0%	0	-2%	-8
48	COc1ccc(CCNC(=O)c2cc(-c3ccc(C)c(C)c3O)n[nH]2)cc1OC	-8%	1	-11%	?
49	CCCC(=O)Nc1ncnc2c1ncn2[C@@H]1O[C@@H]2COP(=O)(O)O[C@H]2[C@H]1OC(=O)CCC	17%	-8	-3%&-2%	13
50	COc1ccc(C(=O)N2CCN(c3nnnn3-c3ccccc3)CC2)cc1OC	-2%	-2	1%	11
51	Cc1ccccc1Cn1cnc2c(NS(C)(=O)=O)c(C)c(C)cc21	-2%[11.4 µM]	3[1.84 µM]	-2%	?
52	CCOC(=O)c1cc(-c2ccccc2)n(CCC(=O)O)c1C	0%	9	8%	-14
53	COc1ccc(Nc2cc(C)nc(N3CCOCC3)n2)cc1	8%	9	4%	?
54	C=CCOc1ccc(Cl)cc1CNCCCN1CCOCC1	21%	10	0%	-27
55	COc1cc(S(=O)(=O)NCc2ccccn2)c(OC)cc1Cl	nt	4	-6%	180
56	O=c1cc(CO)oc(CN2CCN(Cc3ccccc3)CC2)c1O	3%	-1	-11%	-9
57	CC(C)(C)C(=O)NNC(=O)CCCOc1ccc(Cl)cc1Cl	11%	-5	0%	24
58	COC(=O)C(C)Sc1nc2c(c(=O)[nH]c(=O)n2C)n1CCCc1ccccc1 (stereo not drawn)	-7%	-7	-9%	31
59	COc1cc(-c2nnc(CSc3nnc4nc(C)cc(C)n34)o2)cc(OC)c1OC	-4%	-5	1%	?
60	Cc1ccc(C(=O)Nc2nncs2)cc1S(=O)(=O)N1CCOCC1	-12%	2	4%	-7

Further compounds.
cpd	SMILES	ALOX15B inhib	IMPase inh	12-hLO inh	PNC assembly inh
61	O=C(CN1CCN(c2ccccc2Cl)CC1)NC1CCCc2ccccc21 (stereo not drawn)	nt	-8	-7%	-23
62	Cc1ccc2c(CSc3nnc(C4CC4)n3N)cc(=O)oc2c1C	1%	-6	-8%	5
63	O=C(O)CCN1C(=O)CC(N2C(=O)/C(=C/c3ccc(Cl)cc3)SC2=S)C1=O (stereo not drawn)	nt	nt	-9%	-30
64	CCC(=O)N1N=C(c2c(-c3ccccc3)c3cc(Cl)ccc3[nH]c2=O)CC1c1ccco1 (stereo not drawn)	nt	-2	-2%	-82*
65	Cc1nc2ccc(S(=O)(=O)N(C)CC(=O)N3CCc4ccccc4C3)cc2s1	-5%	12	-7%	?
66	CCOC(=O)Cc1csc(NC(=O)c2ccc(S(=O)(=O)N3CCCC3)cc2)n1	-3%	1	6%	26
67	O=C(COC(=O)c1cc(=O)[nH]c2ccccc12)NC(=O)NC1CCCCC1	-15%	-9	-8%	26
68	COc1ccc(C(=O)CN(Cc2ccccc2)C2=NCCS2)cc1	nt	-4	-2%	-10
69	CNc1ccccc1C(=O)OCC(=O)c1ccccc1	nt	nt	0%	-3
70	CC(=O)c1cc(C#N)c(SCC(=O)C(C)(C)C)nc1C	-5%	-1	-4%	-17
71	CCCCCCOC(=O)c1ccc(OC(=O)c2cccnc2)cc1	17%	-1	-5%	?
72	C=CCn1nnc2sc3c(c2c1=O)CCC(C)C3 (stereo not drawn)	-6%	-3	1%	23
73	CCOc1c(C)cc2[nH]c(CCC(=O)O)nc2c1C	nt	?	6%	-119*
74	Clc1ccc(-c2nnnn2-c2ccc(Cl)c(Cl)c2)cc1Cl	1%	12	-6%	24
75	CC(C)C(c1nnnn1Cc1ccc(F)cc1)N1CCN(Cc2ccc3c(c2)OCO3)CC1 (stereo not drawn)	33%[activator]	4	8%	?

Additional results follow:
cpd	SMILES	ALOX15B inhib	IMPase inh	12-hLO inh	PNC assembly inh
76	O=C(/C=C/c1cccs1)NCc1cccnc1	nt	nt	1%	-1
77	O=C(Oc1ccc(Cl)c2cccnc12)N1CCCCC1	0%	5	-5%	32
78	Cc1ccc(S(=O)(=O)N2CCOCC(=O)NCCOCCNC(=O)COCC2)cc1	5%	1	-4%	1
79	Cc1ccc(-n2c(C)cc(C(=O)OCC(=O)N(C)C3CCS(=O)(=O)C3)c2C)cc1 (stereo not drawn)	-3%	-5	-1%	-20
80	O=C(CCC(=O)N1CCN(S(=O)(=O)c2ccc(Cl)cc2)CC1)NC1CCCc2ccccc21 (stereo not drawn)	2%	10	-5%	-5
81	Cc1onc(-c2ccccc2)c1C(N)=O	3%	-1	28%	-2
82	O=C(NCCN1C(=O)C2C3C=CC(C3)C2C1=O)Nc1ccccc1O (stereo not drawn)	0%	3	0%	33
83	O=C(COc1ccc(S(=O)(=O)N2CCc3ccccc32)cc1Cl)NCc1ccccn1	-7%	-18	-3%	?
84	COc1ccc(CNC(=O)C(OC(C)=O)c2ccccn2)cc1 (stereo not drawn)	-5%	-6	-5%	?
85	COc1ccc(-n2nnc3c(=O)n(C/C=C/c4ccccc4)cnc32)cc1	-1%	6	-3%	9
